# phage Ecoli inh = growth loss of phage-infected E. coli, primary screen, RecBCD inhibitor project, absorbance, with phage, HTS. AID 651602, 2012. inhibition, % at 11.9 µM. hit rate 0.26% among 360,000; in the data active = inhibition above about 11%
# MOR-DOR inv ag = inverse agonists of MOR-DOR heterodimerization, primary screen, cell-based, luminescence; inhibition, % at 9.3 µM; cell-based MOR-DOR heterodimer luminescence, inverse agonism; Mu-type opioid receptor (Homo sapiens) + Delta-type opioid receptor (Homo sapiens), …; hit rate 0.21% among 340,000; in the data active = inhibition above about 22%, passing the limit was not always enough;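 also: 0% = cells with DMSO and 100% = wells without cells with DMSO; values of inactives mirror those of a sister screen read the other way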
# Target sequence (P35372 whole entry, looked up): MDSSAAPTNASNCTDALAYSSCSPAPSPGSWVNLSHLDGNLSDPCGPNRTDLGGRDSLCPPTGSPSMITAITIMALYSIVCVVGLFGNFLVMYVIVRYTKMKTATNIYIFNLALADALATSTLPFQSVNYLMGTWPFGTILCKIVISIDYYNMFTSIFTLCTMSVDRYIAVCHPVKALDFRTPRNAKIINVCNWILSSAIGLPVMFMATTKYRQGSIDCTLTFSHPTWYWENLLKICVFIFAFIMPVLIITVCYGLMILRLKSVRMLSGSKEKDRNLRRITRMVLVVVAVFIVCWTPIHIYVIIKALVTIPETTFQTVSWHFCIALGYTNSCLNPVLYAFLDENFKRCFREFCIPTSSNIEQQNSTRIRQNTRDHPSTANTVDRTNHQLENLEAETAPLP
# Target sequence (P41143 whole entry, looked up): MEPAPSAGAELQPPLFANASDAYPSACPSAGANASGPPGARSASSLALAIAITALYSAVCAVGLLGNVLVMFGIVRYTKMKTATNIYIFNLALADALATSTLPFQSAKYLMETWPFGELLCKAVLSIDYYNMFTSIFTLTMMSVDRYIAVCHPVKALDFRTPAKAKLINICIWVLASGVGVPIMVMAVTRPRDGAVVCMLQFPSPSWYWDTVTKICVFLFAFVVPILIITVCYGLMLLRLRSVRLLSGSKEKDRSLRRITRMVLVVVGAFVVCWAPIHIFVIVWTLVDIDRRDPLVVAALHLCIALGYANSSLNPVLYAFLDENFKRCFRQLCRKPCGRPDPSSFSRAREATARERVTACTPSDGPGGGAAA
# AddAB inh = growth inhibition of E. coli expressing H. pylori AddAB, primary screen, AddAB inhibitor project, absorbance. inhibition, % at 11.9 µM. hit rate 0.29% among 330,000; in the data active = inhibition above about 12%;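 also: 0% = vehicle wells of infected cells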
# MOR-DOR ag = agonists of OPRM1-OPRD1 heterodimerization, primary screen, cell-based, luminescence; activation, % at 9.3 µM; hit rate 0.3% among 340,000; AID 504326, 2011; cells; Mu-type opioid receptor (Homo sapiens) + Delta-type opioid receptor (Homo sapiens), …; in the data active = activation above about 18%;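 also: 0% = vehicle-treated cells and 100% = reference agonist; values of inactives mirror those of a sister screen read the other way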
# E coli growth = E. coli V3065 growth inhibition, primary screen, counter-screen for AddAB inhibitor project, absorbance, OD600. 18 h. inhibition, % at 11.9 µM. hit rate 0.27% among 330,000;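 active = inhibition above the campaign's mean inhibition across all tested compounds plus 3 SD, cut at about 9.9% in these data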;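 also: uninfected addAB+ strain grown without phage in ampicillin broth; 0% = DMSO wells and 100% = ciprofloxacin 0.95 µg/ml wells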
# PKA-R1A act = activators of PKA-R1A holoenzyme, primary screen, biochemical, fluorescence polarization, Cy5-IP20, bovine R1A, mouse PKAc | PKA-R1A dissociation; scaled: DMSO 0%, 113 µM cGMP 100% | activation, % at 11.4 µM | hit rate 0.083% among 340,000 | AID 504707, 2011;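 active = percent activation above the mean of all tested compounds plus 3 SD, cut at about 19% in these data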;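 also: higher means more PKAc released from R1A so a rise in polarization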
# PfHsp90 set2 = growth inhibition of PfHsp90-expressing yeast, primary screen, antimalarial PfHsp90 inhibitor project, S. cerevisiae, BacTiter-Glo luminescence, single point, set 2; BacTiter-Glo ATP, 48 h; yeast lacking PDR1 and PDR3 efflux regulators; inhibition, % at 9.4 µM; hit rate 0.32% among 310,000; AID 504621, 2011;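 active = every replicate shows inhibition above about 80%, whatever the replicate mean, limit read from the data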;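 also: 0% = DMSO neutral controls and 100% = 20 µM radicicol positive controls; yeast relying on Plasmodium falciparum Hsp90 in place of its own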
# Pemphigus Ab inh = inhibitors of pemphigus antibody binding to DSG3, primary screen, biochemical, bead-based, flow cytometry, scFv-GFP; DSG3-coupled beads, scFv-anti-DSG3-GFP binding; hits give low values; binding (percent of control), % at 10 µM; hit rate 0.48% among 310,000;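 active = binding more than 3 SD below its plate's average and above zero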;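 also: hits lower antibody fragment binding to DSG3; some compounds called inactive have numbers as strong as hits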
# HTR5A ag = HTR5A agonists in luminescence cell assay, primary screen, counter-screen for OPRM1-OPRD1 heterodimer agonist project, full-deck HTS. activation, % at 9.3 µM. 5-hydroxytryptamine receptor 5A (Homo sapiens), P47898. AID 504692, 2011. cell-based. hit rate 0.61% among 340,000; in the data active = activation mostly above about 9.5%, no sharp cut-off; inactive = mostly below about 7.6%;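 also: 0% = cells with vehicle only and 100% = reference agonist; strong numbers were not always called active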
# HTR5A inv ag = HTR5A inverse agonists in luminescence cell assay, primary screen, counter-screen for OPRM1-OPRD1 heterodimer inverse agonist project, full-deck HTS. 5-hydroxytryptamine receptor 5A (Homo sapiens), P47898. HTR5A cell line, inverse agonism. inhibition, % at 9.3 µM. hit rate 0.083% among 340,000. AID 504634, 2011; in the data active = inhibition mostly above about 23%, no sharp cut-off; inactive = mostly below about 18%;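 also: 0% = cells with DMSO and 100% = no-cell wells with DMSO; some compounds called inactive have numbers as strong as hits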
# SUMO Mot1 rescue = yeast Mot1-301 growth rescue at high temperature, primary screen, SUMOylation pathway inhibitor project, S. cerevisiae, ATP luminescence, 38.5C. hit rate 1% among 320,000. S. cerevisiae Mot1-301 growth rescue; percent above DMSO median, 100 means doubled. growth rescue, % at 18.8 µM;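 active = every valid replicate shows activation above 250% relative to neutral control wells; inactive = the rest, any valid replicate at or below 250%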;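 also: OY570 slx delta 5 strain wells were the positive control but not used for scaling; some compounds called inactive have numbers as strong as hits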
# * marks the source's active call; other numbers are inactive results; i = inactive; nt = no result given. Hits appear at their usual frequency (roughly 3.2% active in at least one column).
smiles	phage Ecoli inh	MOR-DOR inv ag	AddAB inh	MOR-DOR ag	E coli growth	PKA-R1A act	PfHsp90 set2	Pemphigus Ab inh	HTR5A ag	HTR5A inv ag	SUMO Mot1 rescue
COc1ccc(-c2[nH]ncc2/C=C(\C#N)C(=O)NC2CC2)cc1	3.2	16	1.0	-2.7	0.1	-4	0	91	1	-7	0
O=C(OCc1ccccc1F)c1cc([N+](=O)[O-])ccc1N1CCOCC1	0.8	-1	0.2	0.2	-0.8	-5	nt	116	-2	6	-6
Cc1ccc(CNc2cnccn2)s1	-0.2	10	-0.2	-2.4	-2.0	2	16	106	-5	17	3
Cc1cc(CC(=O)O)c2oc(-c3ccoc3)cc(=O)c2c1	1.9	nt	-1.5	nt	-1.7	nt	nt	98	nt	nt	40
O=S(=O)(N/N=C\c1cn(-c2ccccc2)nc1-c1ccccc1)c1ccccc1	1.5	-9	2.1	1.6	2.0	-5	-22	108	0	8	22
O=C(O)CN1C(=O)SC(Nc2ccccc2C(=O)O)C1=O (stereo unspecified)	1.3	12	1.0	-2.2	-3.8	7	-4	101	2	-5	-6
O=C(COc1cccc(Br)c1)N/N=C1\CCCc2ccccc21	-0.5	3	1.7	-0.5	1.8	-3	2	92	14*	3	6
N#Cc1c(SCC(N)=O)nc2c(c1-c1ccc(O)cc1)CCCC2	-2.4	13	1.1	-2.3	-3.2	3	22	105	0	1	-8
COc1ccc(S(=O)(=O)N2CCNCC2)cc1	1.7	2	3.0	-0.3	2.1	0	-13	100	-1	7	-10
CC(NC(=O)OCc1ccccc1)C(=O)OCN1C(=O)c2ccccc2C1=O (stereo unspecified)	3.0	8	-0.2	-1.9	-3.0	-4	4	nt	1	-7	-11
Cc1ccc(C2CCN(C(=S)NC(C)C)C2)cc1 (stereo unspecified)	3.0	1	1.1	-0.1	1.3	-3	-40	102	-1	3	1
Brc1cccc(CNCc2ccncc2)c1	4.2	-3	3.8	0.7	2.3	0	-15	116	4	-14	5
COCCN(Cc1nnc(-c2cccs2)o1)C(=O)c1cccc(S(=O)(=O)N2CCOCC2)c1	2.6	12	-1.4	-3.1	-0.7	-1	nt	105	-4	14	163
COc1ccc(N2C(=O)Cc3c2nc(N)c(C#N)c3N)cc1	-0.8	17	1.4	-3.5	-0.9	-2	4	90	-2	6	303
O=C(NCC1CCCO1)c1cccc(F)c1 (stereo unspecified)	3.0	9	1.6	-1.6	0.1	-7	-9	97	-1	5	1
Cc1ccc(NC(=O)C[n+]2ccn(C3=C([O-])c4ccccc4C3=O)c2)cc1	4.3	5	2.2	-0.8	0.1	-7	6	114	-3	7	-5
C/C(Cc1ccccc1)=N\NC(=O)c1ccccn1	2.8	3	nt	-1.0	nt	11	-2	101	2	1	-2
CC1(N2CCOCC2)C(=O)c2ccccc2C1=O	3.0	2	1.8	-0.3	-0.2	-9	0	89	5	-12	1
O=C1C(=O)N(CCCN2CCOCC2)C(c2ccc(Cl)cc2)/C1=C(/O)c1ccc(F)cc1 (stereo unspecified)	-0.7	14	nt	-2.8	nt	3	-1	97	1	-2	70
O=[N+]([O-])c1cccnc1N1CCN(Cc2ccc3c(c2)OCO3)CC1	2.5	7	2.6	-1.2	2.7	0	22	104	4	8	4
CC(CN1CCCC1)OC(=O)COc1ccccc1 (stereo unspecified)	1.3	-2	1.2	0.4	0.8	5	-1	105	2	-14	-7
CCOC(=O)C(NC(=O)NCc1ccc(OC)cc1)(OCC)C(F)(F)F (stereo unspecified)	2.5	10	2.5	-1.9	-1.4	-2	6	nt	2	-6	-20
O=Cc1c(Nc2ccccc2Cl)nc2ccccn2c1=O	4.3	2	-0.4	-0.3	0.9	-5	-44	117	0	0	34
CC(C)[C@H](NC(=O)c1ccccc1)C(=O)OCC(=O)NCCc1ccc(F)cc1	-0.6	8	-0.9	-1.6	-0.3	-9	-4	123	-1	0	-5
COc1cc(/C=N/N2CCOCC2)ccc1OCc1ccccc1	1.1	4	3.7	-0.7	0.3	-4	18	102	2	-6	795
O=C(CSc1nc2ccccc2n1CC(=O)N1CCOCC1)N1CCCC1	3.4	nt	2.5	nt	0.7	-10	nt	nt	nt	nt	4
Cc1c(C(=O)Nc2ccccc2)sc2nc[nH]c(=O)c12	5.1	13	8.1	-3.0	2.3	0	0	100	0	-4	12
CC(C)CC(=O)Nc1ccc(-c2cn3ccsc3n2)cc1	3.5	3	4.7	-0.6	1.0	-11	-14	106	-2	30	289
CCCCC(=O)Nc1ccc(C(=O)NNC(=S)NC(=O)c2cccs2)cc1	-1.7	11	-1.3	-2.1	-2.1	-5	nt	109	3	-8	2
C=CCn1c(SCC(=O)N2CC(=O)Nc3ccccc32)nc2scc(-c3ccccc3)c2c1=O	2.0	6	-0.4	-1.1	-3.4	-5	-3	68	-2	-24	11
Cc1cccc(NC(=S)NC2CCCC2)c1	0.2	5	4.3	-1.0	-0.3	-2	9	102	2	2	-9
CC(=O)NS(=O)(=O)c1ccc(NC(=O)c2cccc3ccccc23)cc1	-0.1	6	2.7	-1.2	-0.8	1	7	104	7	-25	-27
Cc1ccc(S(=O)(=O)N2CCN(S(=O)(=O)c3ccccc3)C2)cc1	1.5	-26	nt	4.8	nt	-4	-15	101	-2	-20	nt
CCOc1cccc(C(=O)N(Cc2ccc(F)cc2)C2CCS(=O)(=O)C2)c1 (stereo unspecified)	nt	5	2.1	-0.8	0.8	11	11	nt	2	-30	1
O=[N+]([O-])c1cc(-c2cccnc2)n[nH]1	3.5	17	nt	-3.2	nt	3	16	125	0	2	nt
CN(CC(=O)Nc1cccc(F)c1)CC(=O)Nc1cccc(S(=O)(=O)N2CCCCCC2)c1	0.5	-7	3.7	1.4	1.2	7	-8	94	-1	3	5
COc1ccccc1N(C1=NCCCS1)S(=O)(=O)c1ccc(C(C)(C)C)cc1	-0.1	-4	1.2	0.8	0.4	-4	nt	118	-5	-16	29
Cc1cccc(Cn2c(Cc3ccccc3)nc3ccccc32)c1	3.0	-10	5.0	1.6	0.0	-12	-10	93	-2	8	63
CN(c1ccccc1C(=O)Nc1ccc(S(=O)(=O)N2CCOCC2)cc1)S(=O)(=O)c1ccccc1	2.9	33*	4.3	-6.5	2.8	-6	-12	nt	3	5	-4
CCOC(=O)c1cc(CC)sc1NC(=O)CN1C(=O)C(=O)N(CC(C)C)C1=O	1.1	-4	5.2	0.6	1.9	-4	-5	100	1	-11	-9
N#Cc1ccccc1NC(=O)CN1CCN(c2ccccn2)CC1	4.1	14	-1.1	-3.0	-0.3	18	-34	117	-2	7	-1
Cc1cccc(NC(=O)COC(=O)CSc2ccccc2)c1C	0.9	6	1.6	-1.4	0.2	-6	nt	102	-4	-8	21
COc1ccc(/C=C/C(=O)c2ccc(OC)cc2O)cc1	1.0	13	3.1	-2.3	1.6	3	3	99	-1	-4	-9
COc1ccccc1C(=O)N/N=C/C(C)=C/c1ccccc1	1.3	0	3.4	0.0	-1.0	0	1	110	6	25	29
Cc1ccc2ccc(C(Nc3cccc(C(F)(F)F)c3)c3cccnc3)c(O)c2n1 (stereo unspecified)	4.3	-24	-3.4	4.4	-2.0	-13	18	101	-32	89*	-1
Cc1ccc(C(=O)NC(=S)Nc2ccccc2C)cc1	2.3	14	1.0	-2.6	2.7	-3	-20	104	2	-4	1
COc1ccc(CC(C)NS(=O)(=O)c2ccc3c(c2)CCN3S(C)(=O)=O)cc1OC (stereo unspecified)	0.6	14	2.4	-2.8	-1.1	-4	-2	nt	-4	23	-12
Cc1nn(C)c(C)c1NC(=O)CCl	1.8	14	2.9	-2.8	0.5	-3	-16	97	0	20	4
COc1ccc(NC(=O)Nc2ccc(OC)cc2)cc1	0.8	22	-0.5	-4.6	0.0	0	-5	94	-2	4	391*
O=C(CCN1CCCC1=O)NC1CCCc2c1cnn2-c1ccccc1F (stereo unspecified)	0.0	11	6.0	-2.3	1.0	5	12	103	6	10	-1
Cc1cc2[nH]c(=O)c(=O)[nH]c2cc1S(=O)(=O)Nc1ccccc1F	3.8	-15	5.8	3.0	-3.8	3	28	119	3	-9	nt
O=C(Cn1cc([N+](=O)[O-])cn1)N1CCN(c2ccccc2)CC1	1.3	21	2.0	-4.2	0.2	6	4	110	8	-29	-11
O=C(COC(=O)CCN1C(=O)c2ccccc2C1=O)Nc1ccccc1[N+](=O)[O-]	3.1	7	1.3	-1.4	-2.3	4	-9	96	11*	-38	-11
CCn1nc(NC(=O)Cc2ccc(OC)cc2)c2cc3cccc(C)c3nc21	3.7	-41	2.1	8.0	-0.5	6	-23	104	0	-9	117
CSc1cccc(NC(=O)OC2CCCCCCCCCCC2)c1	3.0	-14	-1.9	2.6	-1.5	-7	11	90	3	-12	4
COc1ccc(NC(=O)CN2CCN(CC(=O)Nc3ccc4c(c3)OCO4)CC2)cc1	-1.4	2	1.5	-0.4	-1.1	-8	10	104	-1	3	8
CCCn1c(C2CCCN2c2nc(C)cs2)nc2cc(Cl)c(Cl)cc21 (stereo unspecified)	0.9	9	3.0	-1.6	1.5	-6	20	96	-1	-30	-9
C#CCNC(=O)C1=C[C@@H](C(C)(C)C)C[C@@H](OCc2ccc(CO)cc2)O1	2.2	4	1.1	-0.6	-1.7	-8	12	98	2	-7	185
CSc1ccc(/C=C/C(=O)c2ccc(NC(=O)C(C)C)cc2)cc1	0.6	-1	1.2	0.1	-0.3	-8	8	104	2	20	-16
COc1cc(NC(=O)c2cc3ccccc3o2)c(OC)cc1Cl	3.2	-33	3.0	7.9	-2.9	7	-31	nt	3	-8	7

# Continuation.
smiles	phage Ecoli inh	MOR-DOR inv ag	AddAB inh	MOR-DOR ag	E coli growth	PKA-R1A act	PfHsp90 set2	Pemphigus Ab inh	HTR5A ag	HTR5A inv ag	SUMO Mot1 rescue
CC[C@@H](C(=O)[C@@H](C)[C@@H](O)[C@H](C)CCc1ccc(C)c(O)c1C(=O)O)[C@H]1O[C@](CC)([C@H]2CC[C@](O)(CC)[C@H](C)O2)C[C@@H]1C	8.6	i	3.9	102*	1.9	-9	11	97	40*	-143	-11
Cc1cc(C)c(C#N)c(SC(C(=O)NC(C)(C)C)c2ccccc2)n1 (stereo unspecified)	3.1	14	1.4	-2.8	-0.1	-2	3	nt	2	-6	81
COc1ccc(CCNC(=O)c2ccc(OCC(=O)N3CCOCC3)c(OC)c2)cc1OC	2.4	10	3.7	-1.8	3.3	15	-7	nt	1	-5	-13
O=S(=O)(c1ccc(NC(=S)NN=C2CCCCC2)cc1)N1CCOCC1	4.8	-8	-0.5	1.6	0.2	7	nt	111	-3	-19	-28

# Compound activity (PubChem)
